Compound activity (PubChem BioAssay)
USP2a inh: USP2a (human) protease inhibition; actives 0.01% (n = 330,000); O75604; Potency, µM (doses to about 38.3 µM), for the others: at the top dose activity change, negative = inhibition, usual class: inhibitors; USP2 core, Ub-CHOP2 coupled fluorogenic reporter, 485/531; AID 463254;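 further: potency means the concentration at half of the fitted maximal effect; plate controls were DMSO wells for no effect and full inhibition by NEM control for full effect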
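USP2 core (10nM final) preincubated 30min RT with compound in 20mM Tris-HCl pH 8.0, 2mM CaCl2, 2mM beta-mercaptoethanol, 0.05% CHAPS; 25nM Ub-CHOP2 plus 25nM reporter substrate added, fluorescence (Ex485/Em531) read after 60min.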
FBPA coupling cs: inhibits coupling enzyme system, counter-screen for aldolase hits; coupling enzyme system counterscreen, AmpLite Red fluorescence; activity change, negative = inhibition, % at 58.2 µM, hits read low; actives 0.67% (n = 290,000); in the data active means activity change below about -30%; further: on the % scale 0 is the no-effect control and ±100 the full control effect
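Final compound at 57.5 uM, incubated 10 min at RT with coupling enzyme reagent (glyceraldehyde-3-phosphate), then 20 min with substrate and AmpLite Red detection. Fluorescence read at 525/598 nm; tests interference with the coupling assay, not aldolase inhibition.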
GALK inh: inhibitors of human galactokinase; P51570; Purified GALK, Kinase-Glo residual ATP luminescence; Potency, µM (series often up to 57.5 µM), inactives show top-dose activity change, negative = inhibition, most hits filed as inhibitors; actives 0.007% (n = 270,000); AID 1868; further: potency means the concentration at half of the fitted maximal effect; on the % scale 0 is the no-effect control and ±100 the full control effect
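Human GALK (5 nM) with 35 uM ATP and 100 uM galactose in 20 mM HEPES pH 8.0, 5 mM MgCl2, 60 mM NaCl, 1 mM DTT, 0.01% BSA. After 1 h at room temperature, leftover ATP was read by Kinase-Glo Plus luminescence.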
Menin MLL FP TR: displaces Texas Red mutant MLL peptide from human menin. O00255. Menin + Texas Red MLL mutant peptide, fluorescence polarization. Potency, µM (series often up to 61.6 µM), inactives show at the top dose FP activity change, negative = inhibition, actives largely listed as inhibitors. actives 0.23% (n = 270,000); active means well fitted inhibition curve with a large enough effect in the polarisation, with a control signal flat, not every such curve was filed as active; inconclusive means small, poorly fitted or top-dose-only effect, or effect the other way, or a change in a side signal; inactive means no such curve, though single readings can be large or run the other way; the % refers to the polarisation; further: potency means the concentration at half of the fitted maximal effect; % of control where 0% means no effect; many of its hits are not listed in these tables
Giardia killer: Giardia lamblia killing; Giardia lamblia trophozoite viability; activity change, % at 7.66 µM, hits read low; actives 0.15% (n = 340,000); AID 540267; in the data active means activity change below about -80%; inconclusive means between about -30% and that limit;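 further: parasites exposed to compound for two days anaerobically before the ATP read; on the % scale 0 is the no-effect control and ±100 the full control effect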
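Luminescence from cellular ATP indicates surviving trophozoites (100 cells/well) following 48 hrs anaerobic compound treatment at 37 deg C; signal develops 15-30 min at room temperature.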
PKM2 act: increases activity of human pyruvate kinase M2; P14618; AID 1631; purified PKM2, Kinase-Glo ATP luminescence, activation; response scale: 0% is enzyme alone, no compound; Potency, µM (top dose mostly 57.5 µM), inactives show at the highest dose activation, usual class: activators; actives 0.34% (n = 260,000); further: potency means the concentration at half of the fitted maximal effect; on the % scale 0 is the no-effect control and ±100 the full control effect; nearly all actives have a fitted effect of over 55% in size
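ATP formation by purified human PK-M2, quantified via coupled luciferase luminescence after 1 h at room temperature with 0.1 mM ADP and 0.5 mM PEP final.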
KCNH2 WT inh: inhibitors of human wildtype KCNH2 potassium channel | U2OS, BacMam KCNH2, thallium flux FluxOr; hits give low values | activity change, % at 1.84 µM | actives 0.37% (n = 340,000) | AID 720551;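 active means maximum activity change below -70%; inconclusive means maximum activity change between -70% and -50%; inactive means maximum activity change above -50%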; further: on the % scale 0 is the no-effect control and ±100 the full control effect
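U2OS cells were transduced with wild-type KCNH2 virus (2.03 x 10^8 / mL) for 4 h at room temperature, then cultured overnight at 37 C. Thallium flux was read with FluxOr dye. Rate constants were normalized to DMSO controls.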
KCNH2 3.1 block: inhibitors of human KCNH2 3.1 potassium channel isoform; U2OS KCNH2 3.1, thallium flux FluxOr; hits give low values; actives 0.95% (n = 340,000); activity change, % (tested at about 1.8 µM);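 active means maximum activity change below -70%; inconclusive means maximum activity change from -70% to -50%; inactive means maximum activity change above -50%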;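 further: thallium influx rate constant from kinetic fluorescence after stimulation buffer; on the % scale 0 is the no-effect control and ±100 the full control effect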
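Channel expression came from 3.1 mutant virus (1.77 x 10^8 /mL) applied to suspended U2OS cells for 4 h. Flux was tracked with FluxOr dye plus Red40 quencher, and kinetic rate constants normalized to controls.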
TRPV1 ag: activates the human vanilloid receptor TRPV1; AID 540275; actives 0.19% (n = 320,000); activation, % at 8.33 µM; TRPV1-expressing cells, Fluo-8 calcium influx, agonist mode; in the data active means activation above about 80%; inconclusive means between about 30% and that limit; further: 0% is about no effect
Target sequence (Q8NER1 whole entry, looked up): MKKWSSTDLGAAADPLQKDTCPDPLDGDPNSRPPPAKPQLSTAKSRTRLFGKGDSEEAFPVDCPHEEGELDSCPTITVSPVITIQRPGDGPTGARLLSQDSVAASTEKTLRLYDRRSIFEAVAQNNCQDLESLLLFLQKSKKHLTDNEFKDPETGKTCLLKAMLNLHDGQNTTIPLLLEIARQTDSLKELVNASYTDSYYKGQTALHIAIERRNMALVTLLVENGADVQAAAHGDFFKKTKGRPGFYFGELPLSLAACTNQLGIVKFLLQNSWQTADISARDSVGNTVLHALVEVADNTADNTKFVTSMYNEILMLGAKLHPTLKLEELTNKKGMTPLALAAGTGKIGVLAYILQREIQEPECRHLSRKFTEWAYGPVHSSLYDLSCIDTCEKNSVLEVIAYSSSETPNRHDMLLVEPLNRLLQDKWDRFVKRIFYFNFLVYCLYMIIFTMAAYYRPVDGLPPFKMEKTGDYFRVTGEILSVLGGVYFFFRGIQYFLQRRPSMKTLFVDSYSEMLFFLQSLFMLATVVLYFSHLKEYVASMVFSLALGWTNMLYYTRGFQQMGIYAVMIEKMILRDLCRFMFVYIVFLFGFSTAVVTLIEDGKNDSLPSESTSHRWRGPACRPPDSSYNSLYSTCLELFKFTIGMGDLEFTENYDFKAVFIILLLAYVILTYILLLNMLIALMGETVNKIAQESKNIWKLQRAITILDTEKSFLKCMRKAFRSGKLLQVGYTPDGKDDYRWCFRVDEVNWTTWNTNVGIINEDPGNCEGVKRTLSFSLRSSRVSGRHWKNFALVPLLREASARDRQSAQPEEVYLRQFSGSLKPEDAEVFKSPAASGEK
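TRPV1-expressing cells were cultured overnight at 35.5C and loaded with Fluo-8 calcium dye for 40 to 90 min at room temperature. After a 10 s baseline, compound was added and calcium influx was read kinetically for 3 min (ex 480/em 520 nm).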
CXXC DNA block: MLL CXXC-DNA interaction inhibition; MLL-CXXC / FITC-HOXA9 DNA fluorescence polarization; Potency, µM (doses to about 115 µM), for the others: at the top dose activity change, negative = inhibition, most hits filed as inhibitors; actives 0.037% (n = 290,000); Q03164; active means well fitted inhibition curve with a large enough effect in the polarisation, with a control signal flat, not every such curve was filed as active; inconclusive means small, poorly fitted or top-dose-only effect, or effect the other way, or a change in a side signal; inactive means no such curve, though single readings can be large or run the other way; the % refers to the polarisation; further: potency means the concentration at half of the fitted maximal effect
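Fluorescence polarization: 7 uM MLL-CXXC (stock) preincubated 5 min with compounds, then 50 nM fluorescein-HOX-A9 DNA (stock) added; 30 min ambient. Buffer 50 mM Tris-HCl pH 7.5, 50 mM NaCl, 1 mM DTT, 0.05% BSA.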
B2AR arrestin: beta2AR (human) beta-arrestin recruitment activity | P07550 | beta-arrestin recruitment to beta2AR, cell-based reporter | Potency, µM (titrated, usually from 46.1 µM), inactives show top-dose activation, usual class: activators | actives 0.02% (n = 330,000) | AID 492947;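 further: potency means the concentration at half of the fitted maximal effect; 0% = DMSO controls and full agonism = EC100 isoproterenol or metaproterenol; nearly all actives have a fitted effect of over 65% in size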
* marks the source's active call; other numbers are inactive results; u = inconclusive; x = not tested or not shown; [ ] = remark or other dose. Unless noted, the call rests on the fitted dose curve; in most records, active means well fitted curve in the direction sought with a large enough effect; inconclusive means small, poorly fitted or top-dose-only effect, or another doubt; inactive means no such curve, though single readings can be large; an effect the other way counts as inactive or inconclusive. Some of the compounds tested; rates above refer to the full screens.

Every second line gives: B2AR arrestin	CXXC DNA block	Giardia killer	FBPA coupling cs	TRPV1 ag	KCNH2 3.1 block	GALK inh	PKM2 act	Menin MLL FP TR	KCNH2 WT inh	USP2a inh
Cc1ccc(C(=O)N(C)c2ccc(OCC(=O)N3c4ccc(C)cc4C4CN(C)CCC43)cc2)cc1 (stereo not given)
  0.4%	8%	7	-2	-5	11	12%	5%	-13%	17	1%
C[C@H](CO)N1C[C@H](C)[C@@H](CN(C)C(=O)Nc2ccccc2)Oc2ccc(NC(=O)C3CC3)cc2C1=O
  0.3%	x	19	x	x	-8	x	x	x	-20	8%
Cc1cc(C)c(C)c(S(=O)(=O)N2CCC(C(=O)NNC(=O)c3ccccc3O)CC2)c1C
  -0.1%	x	-1	x	10	6	x	x	x	0	0%
c1ccc(COc2ccc3nocc3c2)cc1
  0.1%	x	5	x	5	-13	x	x	x	25	2%
COCCNC(=O)C(C)N1c2cccc3cccc(c23)S1(=O)=O (stereo not given)
  0.0%	9%	-3	-3	1	-3	-2%	-26%	-12%	-3	0%
Clc1ccccc1Oc1cnc2ccccc2n1
  -1.2%	10%	3	9	-1	-14	1%	3%	5%	2	1%
Cc1cc(C)nc(NC(=O)c2c(Cl)cccc2Cl)n1
  -0.3%	-3%	2	1	5	4	7%	-7%	-13%	-16	-3%
O=C(c1ccco1)N1CCN(CCOCCOc2cccc3ccccc23)CC1
  0.4%	-9%	-4	-2	4	-16	2%	11%	-10%	4	8%
CCN(CC)S(=O)(=O)c1ccc(OC)c(NC(=O)CC2CCCC2)c1
  -0.6%	-8%	9	-4	8	-5	-2%	0%	4%	1	-1%
CCOC(=O)Cn1c(=O)oc2cc(S(=O)(=O)N3CCc4ccccc43)ccc21
  2.6%	-18%	24	2	19	-1	2%	u	15%	33	3%
C#CCn1c(=NC(=O)c2ccc(S(=O)(=O)N3CCc4ccccc4C3)cc2)sc2cc(S(N)(=O)=O)ccc21
  -0.3%	4%	12	0	-7	-21	0%	-8%	u	2	-1%
CNC(=O)NC(=O)COC(=O)c1ccccc1OCc1ccccc1
  -0.1%	1%	3	2	11	9	5%	-2%	-18%	-21	1%
Cc1cccc(N2CCN(C(=O)CCCn3c(=O)c4cccn4c4cccnc43)CC2)c1C
  -1.1%	-7%	-23	-3	-1	-10	2%	x	-3%	-3	-1%
Cc1cc(C)c(S(=O)(=O)c2ccccc2)c(OC(=O)c2ccc(Cl)cc2Cl)n1
  0.1%	-5%	-8	0	1	-1	-1%	1%	0%	0	-5%
CC(C)CCN(C(=S)NC(=O)C1CCCCC1)c1c(N)n(Cc2ccccc2)c(=O)[nH]c1=O
  0.5%	5%	-1	-2	-4	4	7%	2%	0%	11	-2%
Cc1ccccc1CN1CCN(CC2CC2)CC1CCO (stereo not given)
  0.0%	-1%	-9	1	4	4	4%	-1%	-11%	-3	-2%
Cc1cccc(NC(=O)c2ccc3c(c2)C(=O)N(Cc2cccnc2)C3=O)c1C
  -0.5%	-2%	6	x	u	-2	3%	-2%	x	-3	-2%
COc1ccccc1C(=O)NCC(=O)Nc1ccc2c(c1)OCO2
  -1.4%	x	2	x	1	17	x	x	x	-2	-3%
Cc1onc(-c2c(Cl)cccc2Cl)c1NC(=O)NN(C)c1ccc([N+](=O)[O-])cn1
  -0.9%	-4%	-1	3	-4	2	x	14%	x	-2	0%
COc1ccc(NC(=O)C(=O)N/N=C(\C)CC(=O)Nc2cc(C)ccn2)c(OC)c1
  -0.4%	-3%	-3	-1	1	7	11%	-2%	x	-1	0%
COc1ccc(-c2nc(CS(=O)CC(=O)N3CCOCC3)c(C)o2)cc1OC (stereo not given)
  -0.4%	-11%	-11	x	-2	0	2%	x	x	-9	-1%
O=C(Nc1cccnc1)c1cc(-c2cccc(Cl)c2)on1
  -0.3%	6%	-7	-13	u	-15	0%	-2%	14%	13	-9%
COc1ccc(C(=O)NCC(=O)N/N=C/C(C)=C/c2ccccc2)cc1OC
  u	3%	-28	1	0	-15	x	-2%	-9%	-17	2%
Cc1ccc(Cn2ncc3c(N4CCOCC4)ncnc32)cc1
  0.4%	4%	-17	-1	14	21	-1%	15%	0%	-7	-4%
CCCn1c(CCC(=O)O)nc2cc(S(N)(=O)=O)ccc21
  -0.1%	-1%	-4	0	-5	3	-1%	10%	x	2	11%
O=C1NC(NS(=O)(=O)c2ccc(Cl)cc2)(C(F)(F)F)C(=O)N1Cc1cccnc1 (stereo not given)
  -0.6%	-2%	2	-3	-4	-10	x	-14%	-4%	-2	5%
C/C(=N\O)c1oc2ccc3c(C)cc(=O)oc3c2c1C
  -0.8%	-3%	1	2	3	-3	-2%	-12%	x	-4	0%
Cc1onc(-c2ccccc2Cl)c1C(=O)Nc1c(C)n(C)n(-c2ccccc2)c1=O
  -1.0%	13%	12	-6	0	4	-2%	2%	-5%	5	1%
CCn1c(SCC(=O)Nc2ccc(S(=O)(=O)Nc3ccccn3)cc2)nnc1-c1ccncc1
  -0.4%	13%	2	-1	0	x	0%	-4%	-8%	18	4%
Cc1cc(N2CCCCC2)nc(N2CCOCC2)n1
  -0.2%	-3%	-12	2	2	5	0%	4%	-3%	2	6%
Nc1nncn1C(=O)c1cc(Br)ccc1Cl
  -0.3%	16%	23	-3	3	-11	0%	-7%	11%	-3	-2%
Cn1cccc1/C=N/NC(=O)Cc1cccs1
  -0.1%	-13%	-5	0	1	1	2%	-5%	x	-2	3%
COc1ccccc1CNC(=O)CS(=O)(=O)c1ccc(C)cc1
  -0.5%	6%	35[activator]	x	1	7	-6%	6%	x	11	2%
CC(=O)Cc1nsc(NC(=O)c2ccc(Cl)cc2Cl)n1
  0.0%	1%	-3	-2	1	7	2%	x	6%	5	1%
CC(C)C(=O)Nc1cc2c(cc1C(=O)c1ccccc1)OCCO2
  -0.3%	-12%	5	1	x	10	-2%	-4%	x	0	2%
Cc1sc(/C=C2\C(=O)ON=C2c2ccccc2)cc1Br
  -0.3%	11%	x	9	0	x	0%	-3%	-5%	x	4%
Cc1cc(C)n(CC(=O)O)n1
  3.2%	-7%	0	-1	0	-182*	-2%	-1%	-7%	-7	0%
Cc1cccc2c(Cl)cc(=O)[nH]c12
  -0.7%	-9%	x	0	-1	x	-3%	-1%	-2%	x	-1%
N#C/C(=C\c1c(N2CCOCC2)nc2ccccn2c1=O)S(=O)(=O)c1ccccc1
  0.0%	-7%	11	4	16	3	1%	-1%	4%	-1	2%
Cc1csc(SCC(=O)NC23CC4CC(CC(C4)C2)C3)n1
  0.5%	-1%	-2	5	u	-4	0%	2%	1%	-2	2%
COc1cc(Cl)ccc1OCc1cc(C(=O)NCC(C)c2ccccc2)no1 (stereo not given)
  -0.5%	5%	1	2	5	-33	0%	0%[0.46 µM]	15%	-5	2%
CCC(COC)NCc1cn(-c2ccc(F)cc2F)nc1-c1ccccc1C (stereo not given)
  -1.0%	-2%	u	0	13	9	10%	-6%	u	-2	-1%
O=C(Nc1cccc2ncccc12)c1cc2ccccc2o1
  -0.3%	-10%	-22	-3	24	5	-1%	11%	2%	-4	1%
CN(C(=O)c1ccc(C#N)cc1)c1nnc(-c2cnccn2)s1
  0.0%	4%	54[activator]	0	1	-9	-1%	2%	x	-1	2%
COc1ccc(NC(=O)c2sc(N3CCOCC3)nc2-c2ccccc2)c(OC)c1
  -0.2%	1%	12	-3	u	-13	1%	-19%	3%	-19	-7%
COC(=O)COc1c(Cl)cc(Cl)c2ccc(C)nc12
  -0.2%	u	2	-3	16	14	3%	-6%	-1%	9	-5%
CCOC(=O)N1CCN(C(=O)c2ccc(Oc3ccc([N+](=O)[O-])cc3)cc2)CC1
  -0.6%	6%	2	1	6	-13	1%	8%	u	20	0%
COc1ccc(NC(=S)NCc2ccc(S(N)(=O)=O)cc2)cc1OC
  0.1%	-2%	6	2	-1	-9	-2%	-6%	0%	-13	-3%
CN(C)c1oc(-c2ccccc2Cl)nc1C#N
  -0.1%	7%	6	3	-2	-18	-4%	-1%	-12%	-9	0%
COc1ccccc1NC(=O)CCn1c(=O)sc2ccccc21
  -0.4%	-1%	-2	1	0	14	-2%	0%	-11%	4	1%
COc1ccc(NS(=O)(=O)c2ccc(NS(C)(=O)=O)cc2)cc1
  -0.7%	6%	18	3	3	2	0%	-1%	1%	8	0%
